IP6K1 inhibitor – IP6K1 kinase inhibition | 140,000 tested, 0.81% active | activity change, % (series mostly up to about 58 µM) | IP6K1 kinase, ADP-Glo luminescence, 2 h; hits give low values; in the data active = activity change below about -25%
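ADP-Glo luminescence measures ADP made by human IP6K1 during a 2 h RT reaction with ATP/IP6 (mix at 1.3 mM/130 uM); top library doses 57.5 and 19.1 uM final.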
GPT2 inh – GPT2 alanine aminotransferase inhibition. Q8TD30. Recombinant GPT2, coupled pyruvate oxidase/HRP Amplex Red fluorescence. Potency, µM (highest dose often 57.7 µM), without a hit: at the top dose activity change, negative = inhibition, hits mostly inhibitors. 100,000 tested, 0.25% active. AID 1671188; note: potency is the fitted concentration of half-maximal effect; nearly all actives have a fitted effect of over 60% in size; many of its hits are not listed in these tables
Target sequence (Q8TD30 whole entry, looked up): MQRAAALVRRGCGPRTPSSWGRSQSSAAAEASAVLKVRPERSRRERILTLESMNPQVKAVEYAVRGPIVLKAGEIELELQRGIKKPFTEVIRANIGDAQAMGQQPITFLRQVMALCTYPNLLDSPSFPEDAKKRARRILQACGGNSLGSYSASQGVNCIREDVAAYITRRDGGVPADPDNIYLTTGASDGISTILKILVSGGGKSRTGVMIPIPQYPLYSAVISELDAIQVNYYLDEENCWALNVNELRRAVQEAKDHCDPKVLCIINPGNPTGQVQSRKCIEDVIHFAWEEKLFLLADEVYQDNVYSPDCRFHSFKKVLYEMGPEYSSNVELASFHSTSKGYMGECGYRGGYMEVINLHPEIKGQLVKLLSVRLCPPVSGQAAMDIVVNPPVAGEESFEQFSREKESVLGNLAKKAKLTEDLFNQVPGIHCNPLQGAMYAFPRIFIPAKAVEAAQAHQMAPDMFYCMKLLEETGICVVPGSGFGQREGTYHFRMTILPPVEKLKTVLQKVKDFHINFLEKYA
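GPT2 10ng/uL, a-KG 250uM, L-Ala 2mM, HEPES pH7.5 + 0.0001% Tween; 30 min RT. Then Amplex mix (PO/HRP/ThPP), 30 min RT dark, fluorescence. AOA 50uM used as positive control.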
SNCA viab count – cell viability loss counter-screen. HEK-293-SNCA-luc viability, GF-AFC fluorescence, 24 h. AID 1671193. 150,000 tested, 0.12% active. Potency, µM (series often up to 57.1 µM), inactives show at the top dose activity change, negative = cytotoxicity, usual class: cytotoxic;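 note: potency is the fitted concentration of half-maximal effect; 0% = DMSO-treated cells and -100% = medium-only wells without cells; nearly all actives have a fitted effect of over 30% in size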
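Cytotoxicity counterscreen: after 24 h compound treatment of genome-edited SNCA-luciferase HEK-293 cells, live-cell protease substrate GF-AFC read by fluorescence after 30 min; activity scaled between DMSO (0%) and medium-only (-100%), curves Hill-fitted.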
NIH3T3 tox – NIH 3T3 cell cytotoxicity. NIH 3T3 viability, CellTiter-Glo ATP luminescence, 48-72 h. Potency, µM (highest dose often 96.7 µM), for the others: at the top dose activity change, negative = cytotoxicity, actives largely listed as inhibitors. 94,000 tested, 4.3% active; note: potency is the fitted concentration of half-maximal effect; nearly all actives have a fitted effect of over 55% in size
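NIH 3T3 cells at 400 cells/well received 23 nL of compound by pintool and were incubated 48 or 72 h at 37 °C. Viability was read as ATP-coupled CellTiter-Glo luminescence.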
Luciferase inh – blocks purified firefly luciferase enzyme activity; 76,000 tested, 2.5% active; Potency, µM (titrated, usually from 115 µM), inactives show at the top dose activity change, negative = inhibition, usual class: inhibitors; purified P. pyralis luciferase, luminescence, biochemical; AID 1347043; note: potency is the fitted concentration of half-maximal effect; nearly all actives have a fitted effect of over 65% in size
Target sequence (P08659 whole entry, looked up): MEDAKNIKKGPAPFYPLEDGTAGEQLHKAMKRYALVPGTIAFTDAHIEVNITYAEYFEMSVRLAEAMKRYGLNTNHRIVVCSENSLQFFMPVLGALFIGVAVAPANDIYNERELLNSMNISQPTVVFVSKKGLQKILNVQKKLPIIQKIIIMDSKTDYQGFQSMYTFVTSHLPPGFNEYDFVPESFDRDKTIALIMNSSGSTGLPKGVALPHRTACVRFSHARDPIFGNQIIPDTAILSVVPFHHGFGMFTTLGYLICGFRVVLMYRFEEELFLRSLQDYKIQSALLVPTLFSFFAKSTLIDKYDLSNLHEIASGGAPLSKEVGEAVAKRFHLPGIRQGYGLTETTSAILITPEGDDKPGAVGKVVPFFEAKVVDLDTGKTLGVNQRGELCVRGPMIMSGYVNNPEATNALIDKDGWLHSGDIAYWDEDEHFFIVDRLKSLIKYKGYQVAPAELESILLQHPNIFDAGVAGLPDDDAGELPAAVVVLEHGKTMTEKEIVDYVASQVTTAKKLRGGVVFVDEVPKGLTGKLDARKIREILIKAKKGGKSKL
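Cell-free enzyme assay, 10nM P. pyralis luciferase, luciferin and ATP each at 10uM. Inhibition profiled over a 6-point titration, read as luminescence.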
SNCA expr inhib – SNCA gene expression inhibition. HEK-293 SNCA-luciferase knock-in, luminescence, 24 h. Potency, µM (doses to about 57.2 µM), for the others: at the top dose activity change, negative = inhibition, most hits filed as inhibitors. 140,000 tested, 0.17% active;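 note: potency is the fitted concentration of half-maximal effect; plate controls were DMSO cells for no effect and cell-free wells for full effect; nearly all actives have a fitted effect of over 45% in size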
HEK cytotox – cytotoxic compounds in HEK 293 cells; HEK 293 viability, ATP luminescence (CellTiter-Glo), 48-72 h; Potency, µM (doses to about 115 µM), for the others: at the top dose activity change, negative = cytotoxicity, actives largely listed as inhibitors; 94,000 tested, 6.6% active; AID 1345083; note: potency is the fitted concentration of half-maximal effect; nearly all actives have a fitted effect of over 60% in size
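Cytotoxicity was scored by loss of ATP-coupled luminescence (CellTiter-Glo) in HEK 293 cells. Compound treatment ran 48 or 72 hr at 37 degree Celsius, 5% CO2, 95% humidity.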
* marks the source's active call; other numbers are inactive results; i = inactive; ? = inconclusive; · = no result given; & = joins results of further samples; ! = not confirmed by another sample; [ ] = another dose, or the depositor's remark. Unless noted, calls come from the whole dose curve; as a rule, active = well fitted curve in the direction sought with a large enough effect; inconclusive = small, poorly fitted or top-dose-only effect, or another doubt; inactive = no such curve, though single readings can be large; an effect the other way counts as inactive or inconclusive. Unless noted, % is set by controls: 0 for no effect and ±100 for the full control effect.

SMILES | IP6K1 inhibitor | GPT2 inh | SNCA viab count | NIH3T3 tox | Luciferase inh | SNCA expr inhib | HEK cytotox
CCCN(C(=O)Cn1cnc2onc(-c3ccc(F)cc3)c2c1=O)c1cccc(Cl)c1 | 7 | · | 8% | · | · | -21% | ·
COc1ccc(CNC(=O)C(=O)Nc2ccc(OC)cc2OC)cc1 | -13 | · | -2% | · | · | ? | ·
CCCN(CC1CCOC1)C(=O)c1ccc(F)c(Cl)c1 (stereo not given) | 12 | ? | 15% | 3% | -1% | 0% | -4%
O=C(c1ccccc1OC1CCN(C2Cc3ccccc3C2)CC1)N1CCCCC1 | 24 | ? | -11% | -20% | 3% | -16% | ?
O=C(CSc1nc2c([nH]c3ccccc32)c(=O)n1-c1ccccc1F)Nc1ccccc1C(F)(F)F | 6 | · | ? | · | · | ? | ·
COc1cccc(N2CCN(C(=O)c3cccc(-n4c(C)nc5cccnc54)c3)CC2)c1 | 17 | · | -26% | · | · | -15% | ·
O=C(CN1C(=O)COc2ccc(S(=O)(=O)N3CCCC3)cc21)N1CCN(c2ccccc2)CC1 | -1 | · | 6% | · | · | 2% | ·
COc1ccc(CCNC(=O)CCn2c(=O)c3ccccc3n(CC(=O)Nc3ccccc3F)c2=O)cc1OC | 8 | · | 17% | · | · | -23% | ·
CCCNC(=O)N1CCC(Cc2nc(-c3ccccc3)n[nH]2)C1 (stereo not given) | 2 | 5% | -5% | -23% | 1% | -24% | -5%
C=CCNc1ncnc2c1CCN(C(=O)c1ccccc1OCC)CC2 | 0 | 2% | 0% | -4% | 4% | -10% | -17%
CCCCOc1ccccc1C(=O)Nc1nonc1-c1ccccc1 | -20 | · | 3% | · | · | -5% | ·
CCN(CC)C(=O)Cn1c(=O)cc(C)c2c(C)nn(-c3ccc(C)cc3)c21 | -4 | · | -7% | · | · | -10% | ·
Cc1ccc(CCCN2CCOc3ccc(C(=O)NCc4ccccc4F)cc3C2)o1 | 14 | i | 0% | ? | 0% | -7% | ?
O=C(c1cccc(Br)c1)N1CCN(c2ccnc3ccnn23)CC1 | 5 | i | 1% | ? | · | -23% | ?
CCOC(=O)C1=C(CN2CCN(c3cccc(OC)c3)CC2)NC(=O)NC1c1ccc(OC)cc1 (stereo not given) | -7 | · | -17% | · | · | -16% | ·
Cc1ccccc1[C@H]1C[C@@H](O)[C@@H](O)[C@@H]1NC(=O)c1nc2ccccc2s1 | 8 | 0%[88.5 µM] | -20%[87.6 µM] | ? | -15%[172 µM] | 54%[activator][87.6 µM] | ?
CN1C(=O)Cc2cc(S(=O)(=O)N3CCN(c4ccc(Cl)cc4)CC3)ccc21 | 26 | · | 13% | · | · | -22% | ·
COCCN1C(=O)c2ccccc2C(C(=O)Nc2ccc(OC)c(Cl)c2)C12CCCC2 (stereo not given) | 6 | -7% | -6% | -6% | 8% | 4% | 5%
CCOc1ccc(-n2c(=O)c3c4c(sc3n(CC(=O)Nc3cccc(C(F)(F)F)c3)c2=O)CCCCC4)cc1 | -4 | · | 10% | · | · | -11% | ·
CC1CCN(C(=O)Cn2c(-c3cccs3)cc3cc(Cl)ccc32)CC1 | 2 | · | ? | · | · | -8% | ·
CCCCC(=O)Nc1nnc(SCc2cc(=O)n3cc(C)ccc3n2)s1 | -12 | · | 6% | · | · | -4% | ·
CNC(=O)N1CCC(C2CCN(C(=O)c3ccc4ccccc4n3)C2)CC1 (stereo not given) | -9 | -12% | -10%[12.5 µM] | 5% | -5% | ? | -1%
O=[S+]1([O-])NCC2(CCN(Cc3ccccc3)CC2)Nc2ccccc21 | 20 | i | 8% | -19% | -1% | -9% | ?
O=C(c1ccccc1F)N1CCC2(C1)C(=NC1CCCCC1)NC(=O)N2c1cc(F)cc(F)c1 (stereo not given) | 4 | i | 3% | 1% | · | -22% | 1%

Arranged by heavy-atom count (lowest first): part of the list above.
SMILES | IP6K1 inhibitor | GPT2 inh | SNCA viab count | NIH3T3 tox | Luciferase inh | SNCA expr inhib | HEK cytotox
CNC(=O)N1CCC(C2CCN(C(=O)c3ccc4ccccc4n3)C2)CC1 (stereo not given) | -9 | -12% | -10%[12.5 µM] | 5% | -5% | ? | -1%
Cc1ccc(CCCN2CCOc3ccc(C(=O)NCc4ccccc4F)cc3C2)o1 | 14 | i | 0% | ? | 0% | -7% | ?
CCOc1ccc(-n2c(=O)c3c4c(sc3n(CC(=O)Nc3cccc(C(F)(F)F)c3)c2=O)CCCCC4)cc1 | -4 | · | 10% | · | · | -11% | ·

Additional structures:
SMILES | IP6K1 inhibitor | GPT2 inh | SNCA viab count | NIH3T3 tox | Luciferase inh | SNCA expr inhib | HEK cytotox
CC(C)(O)CCc1ccc(C(=O)NCc2noc(-c3ccco3)n2)cc1 | 18 | i | -6% | -6% | -2% | -10% | 1%
Cc1onc(-c2ccccc2Cl)c1C(=O)N1CCCC2(CNC(=O)O2)C1 (stereo not given) | 16 | -9% | -2% | 1% | 0% | -9% | 2%
COc1ccc(C(=O)NC2CCN(c3cc(-c4ccc(F)cc4)[nH]n3)C2)c(C)c1 (stereo not given) | 0 | -25% | 4% | -31% | -10% | ? | -29%
COc1ccc(F)cc1-c1ccc(CN2CCC(NC(=O)NC(C)C)C2)cc1 (stereo not given) | 11 | · | · | ? | · | · | ?
Cn1ccnc1CN1C[C@@H](F)[C@@H](OCc2nc3ccccc3[nH]2)C1 | 3 | 2%[88.5 µM] | 3%[87.6 µM] | 4%[174 µM] | -10%[172 µM] | -15%[87.6 µM] | i
Cn1c(=O)n(C)c2cc(N3CCOCC3)c(NC(=O)c3ccc(Cl)cc3)cc21 | -4 | · | 10% | · | · | 10% | ·
O=C(O)C(c1ccc2c(c1)OCCO2)N1CCCN(c2ncccn2)CC1 (stereo not given) | 1 | -10% | -2% | -7% | 5% | -27% | i
OC(c1nc(Nc2ccc(Cl)cc2)n[nH]1)C1CC1 (stereo not given) | -4 | i | 14%[87.6 µM] | ? | 22µM* | -3%[87.6 µM] | ?
O=C(c1cccc(-n2cnnc2)c1)N(Cc1ccc2[nH]ccc2c1)C1CC1 | 11 | -34% | 3% | -18% | -3% | -1% | -27%
COc1ccc(C(=O)NCCn2cc(SCC(=O)Nc3ccc(C)cc3)c3ccccc32)cc1 | -10 | · | ? | · | · | ? | ·
c1ccc(-c2ncn(CC3CCCO3)c2-c2cccc3cnccc23)cc1 (stereo not given) | 8 | -6% | 1% | ? | -1% | ? | ?
O=C(CN1C(=O)C2(SCC(=O)N2c2ccc(F)c(F)c2)c2ccccc21)NCCc1ccccc1 (stereo not given) | 7 | · | 2% | · | · | -22% | ·
COC1C(=O)N(CC2CC2)C12CCN(S(=O)(=O)c1c(C)nn(C)c1C)CC2 (stereo not given) | -6 | 1% | 2% | i | 2% | -13% | 0%
Cc1nn2c(c1-c1ccccc1[S+](C)(=O)[O-])N(C(=O)c1cccc(Cl)c1)CCC2 | -14 | -2%[88.5 µM] | -1%[87.6 µM] | ? | -3%[172 µM] | -16%[87.6 µM] | ?
O=C(C1CC1)N1CCC(c2noc(-c3cccnc3)n2)C1 (stereo not given) | 2 | i | -4% | i | -2% | -1% | 0%
c1ccc(-c2nnc3ccc(Nc4ccc(N5CCOCC5)cc4)nn23)nc1 | 4 | -26%[88.5 µM] | -7%[87.6 µM] | ? | ? | 50%[activator][87.6 µM] | 63µM*
O=C(Nc1ccc(Cl)cc1)Nc1ccc(Cl)c(Cl)c1 | 24 | -8% | -9%[23.9 µM] | · | · | -60%[25.6 µM] | ·
Cc1nc2cccnc2n1CC1CCCN(S(=O)(=O)c2cc(F)ccc2F)C1 (stereo not given) | -2 | i | 6% | ? | -3% | -4% | ?
CC(C)Oc1ccc(CNC(=O)C2CCN(C(=O)N3CC(C)Oc4ccccc43)CC2)cc1 (stereo not given) | 16 | · | -3% | · | · | 12% | ·
CCC(CC)C(=O)OCc1cc(=O)n2nc(C3CCCCC3)sc2n1 | 10 | · | -3% | · | · | 89%[activator] | ·
COc1cc(CNC(=O)c2cc3cn(C(C)C)cc3s2)cc(OC)c1 | 4 | i | -2% | i | -5% | -5% | -5%
Cc1noc([C@@H](C)NC(=O)NC2(c3ccccc3)CCOCC2)c1C(=O)O | 19 | 4%[88.5 µM] | -3%[87.6 µM] | -7%[138 µM] | -6%[172 µM] | 6%[87.6 µM] | ?
C=C(C)C(=O)O[C@H]1[C@H]2C(=C)C(=O)O[C@@H]2C[C@@H](C)/C=C\C(=O)[C@](C)(O)[C@@H]1OC(C)=O | -1 | i | ? | · | · | · | ·
O=C(Nc1ccc([C@H]2OCC(=O)N(Cc3ccc(F)cc3)[C@@H]2CO)cc1)c1ccco1 | -3 | 5%[88.5 µM] | 10%[87.6 µM] | ? | -2%[172 µM] | 52%[activator][87.6 µM] | ?
COc1ccccc1C(=O)N1CCN(c2cc(-c3cccs3)[nH]n2)CC1 | 22 | i | 4% | -23% | -2% | -2% | ?
O=c1[nH]c(C2CCCN(Cc3ccc(-c4ccccc4)cc3)C2)nc2ccc(F)cc12 (stereo not given) | 0&-1 | 0%&-34% | ? | ? | -1% | ? | 32µM*!
COc1ccc(CN2C(=O)CO[C@H](c3ccc(NS(=O)(=O)c4ccc(F)cc4)cc3)[C@H]2CO)cc1 | -8 | 3% | 12% | 35µM* | 0% | 7% | -20%
O=C(Cc1cccc(F)c1)N1CCC(c2nc(C3CCOCC3)no2)CC1 | 9 | 5% | 31% | -39% | -3% | -23% | ?
COC[C@H]1CCCN1Cc1nc(C2(O)CCN(C(C)C)CC2)cs1 | 12 | 2%[88.5 µM] | -9%[87.6 µM] | 2%[174 µM] | -8%[172 µM] | -19%[87.6 µM] | i
O=C(Nc1cccc(-c2nnc3n2CCCC3)c1)c1ccccc1F | -8 | 2% | 2% | ? | -12% | 6% | -19%
COC[C@H]1CCCN1Cc1nc(C2(O)CCN(CC3CCCCC3)CC2)cs1 | 6 | -3%[88.5 µM] | -9%[87.6 µM] | ? | -3%[172 µM] | 15%[87.6 µM] | -25%[172 µM]
CN(Cc1noc(C2CCCC2)n1)c1cc(C2CC(O)C2)ncn1 (stereo not given) | -28* | 5%[11.5 µM] | -11% | ? | 1% | 1% | -44%
COc1ccc(C(=O)Oc2c(Sc3ccc(C)cc3)c(C)nn2C(C)(C)C)cc1OC | -6 | · | -14% | · | · | ? | ·
Cc1noc(-c2cccs2)c1C(=O)NCc1ccccc1Cl | 25 | -8% | 0% | ? | -1% | 23% | ?
CN(C)S(=O)(=O)N1CCOC(c2ccc(Cl)c(Cl)c2)C1 (stereo not given) | 11 | 3% | -1% | ? | -1% | -5% | ?
CCn1ccc(C(=O)N2CCc3c(nc(-c4ccc(OC)cc4)[nH]c3=O)C2)n1 | 3 | 4% | -4% | ? | 4% | 2% | 2%

Bioassay records (PubChem)

These rows are one share of the data; rates above refer to the full screens.
